Source: PubChem
PLCg1 inh – PLC-gamma1 enzyme inhibitors, primary screen, biochemical, fluorescence, purified enzyme. 1-phosphatidylinositol 4,5-bisphosphate phosphodiesterase gamma-1 (Homo sapiens), P19174. AID 720700, 2013. 370,000 tested, 0.84% active. fluorogenic substrate. inhibition, % at 12.2 µM; in the data active = inhibition above about 9.5%
DAX1 inh-1 – DAX1 (NR0B1) inhibitors on StAR promoter, primary screen, cell-based, luminescence, SF-1 (NR5A1), full-length DAX-1 | inhibition, % at 6.8 µM | 370,000 tested, 1.1% active | AID 652010, 2013 | HEK293T StAR-luciferase reporter, SF-1/DAX-1 repression relief;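 active = inhibition above the mean over all tested compounds plus 3 SD, cut at about 3.6% in these data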;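 note: 0% = DAX-1 cells with DMSO and 100% = cells lacking DAX-1 with DMSO; higher inhibition means more luminescence from relief of DAX-1 repression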
ADAM17 inh – ADAM17 inhibitors, primary screen, biochemical, QFRET. Disintegrin and metalloproteinase domain-containing protein 17 (Homo sapiens), P78536. recombinant ADAM17, EDANS/DABCYL FRET peptide cleavage. inhibition, % at 6.95 µM. 370,000 tested, 0.83% active. AID 720648, 2013;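 active = inhibition above the mean of compounds lying between control limits plus 3 SD, set per campaign, cut at about 8.5% in these data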;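 note: 0% = DMSO-only wells as the low control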
hgDAF-12 ag – H. glycines DAF-12 receptor agonists, primary screen, cell-based, luminescence, HEK293, GAL4 fusion, UAS-luciferase; Nuclear hormone receptor DAF-12 (Heterodera glycines), GAL4 fusion; HEK293 GAL4-hgDAF12 UAS-luciferase reporter, agonist luminescence; normalized to butyrate control; activation, % at 6.8 µM; 370,000 tested, 1.8% active; AID 687014, 2013;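 active = activation above a cutoff set at the mean of all screened compounds plus 3 SD, cut at about 10% in these data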;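 note: 0% = DMSO wells and 100% = sodium butyrate wells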
PLC-beta3 inh – human PLC-beta3 inhibitors, primary screen, biochemical, fluorescence; 1-phosphatidylinositol 4,5-bisphosphate phosphodiesterase beta-3 (Homo sapiens), Q01970; Purified PLC-beta3, fluorogenic substrate; inhibition, % at 12.2 µM; 370,000 tested, 0.18% active; AID 720704, 2013; in the data active = inhibition above about 11%;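 note: 0% = median of compound wells on plate and 100% = full blocker control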
MBD2 DNA inh – inhibitors of MBD2 binding to methylated DNA, primary screen, biochemical, TR-FRET, DNA-binding domain, human; AID 686964, 2013; inhibition, % at 4.4 µM; MBD2 binding to methylated oligonucleotide; 370,000 tested, 0.31% active; in the data active = inhibition above about 13%
Target sequence (Q9UBB5 whole entry, looked up, the tested form may be a part): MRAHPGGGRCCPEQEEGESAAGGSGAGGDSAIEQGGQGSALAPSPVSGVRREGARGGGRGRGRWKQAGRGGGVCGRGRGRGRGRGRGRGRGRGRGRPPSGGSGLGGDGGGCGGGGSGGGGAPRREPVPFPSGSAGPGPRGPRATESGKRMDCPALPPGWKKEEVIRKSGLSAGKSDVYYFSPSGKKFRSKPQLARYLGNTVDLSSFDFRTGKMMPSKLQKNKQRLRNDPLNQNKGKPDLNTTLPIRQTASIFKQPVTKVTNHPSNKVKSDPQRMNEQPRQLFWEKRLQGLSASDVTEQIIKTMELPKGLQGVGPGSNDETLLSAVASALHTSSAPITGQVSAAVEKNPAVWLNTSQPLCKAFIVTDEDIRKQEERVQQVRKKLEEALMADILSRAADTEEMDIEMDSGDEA
hcDAF-12 act – H. contortus DAF-12 nuclear receptor activators, primary screen, cell-based, luminescence, HEK293, lit1-tk-luc reporter; HEK293 hcDAF-12 lit1-tk-luc reporter; 0% DMSO, 100% Δ7-dafachronic acid; activation, % at 6.8 µM; 370,000 tested, 1.4% active;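 active = activation above the mean of all tested compounds plus 3 SD, cut at about 5.5% in these data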;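 note: 100% = response to 3 µM Δ7-dafachronic acid high control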
SMARCA2 act – SMARCA2 (BRM) function activators, primary screen, cell-based, luminescence, high throughput; activation, % at 9.1 µM; AID 652017, 2013; MG213 cells, MMTV-luciferase reporter, dexamethasone, overnight; 370,000 tested, 1% active; in the data active = activation above about 7.8%;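 note: 0% = vehicle wells and 100% = reference activator wells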
NR1D1 modulator – modulators of Rev-erb alpha DNA binding, primary screen, biochemical, FITC-DNA, fluorescence polarization, uHTS. AID 1259318, 2017. Rev-erbα–FITC-DNA binding, 90 min. activity, % at 10 µM. 370,000 tested, 0.79% active. Nuclear receptor subfamily 1 group D member 1 (Homo sapiens), P20393;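 active = activity above about 14%, limit read from the data; passing the limit was not always enough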;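 note: 0% = DMSO wells with 35 nM protein and 100% = DMSO wells with 750 nM protein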
Target sequence (P20393 whole entry, looked up): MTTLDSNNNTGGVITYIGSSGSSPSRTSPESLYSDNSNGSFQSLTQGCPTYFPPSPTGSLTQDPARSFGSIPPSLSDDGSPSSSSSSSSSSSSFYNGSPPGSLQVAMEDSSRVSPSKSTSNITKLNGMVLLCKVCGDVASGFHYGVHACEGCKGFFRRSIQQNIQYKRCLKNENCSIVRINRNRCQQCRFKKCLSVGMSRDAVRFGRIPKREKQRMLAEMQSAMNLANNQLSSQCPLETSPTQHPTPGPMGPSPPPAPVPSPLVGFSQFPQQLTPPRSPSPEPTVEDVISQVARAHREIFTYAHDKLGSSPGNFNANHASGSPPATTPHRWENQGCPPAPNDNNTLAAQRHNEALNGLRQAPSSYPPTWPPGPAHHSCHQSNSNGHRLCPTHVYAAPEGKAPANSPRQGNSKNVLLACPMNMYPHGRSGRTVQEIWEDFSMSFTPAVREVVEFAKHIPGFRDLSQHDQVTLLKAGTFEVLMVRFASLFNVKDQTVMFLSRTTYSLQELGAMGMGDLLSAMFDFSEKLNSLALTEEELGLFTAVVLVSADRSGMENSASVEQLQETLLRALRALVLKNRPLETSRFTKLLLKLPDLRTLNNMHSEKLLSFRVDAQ
DAX1 inh-2 – DAX1 (NR0B1) inhibitors, primary screen, cell-based, HEK293, Gal4-DAX1, luciferase luminescence; AID 504766, 2011; HEK293 Gal4-DAX1 luciferase reporter; Nuclear receptor subfamily 0 group B member 1 (Homo sapiens), P51843; 340,000 tested, 0.99% active; inhibition, % at 6.75 µM;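 active = inhibition above the mean over all tested compounds plus 3 SD, cut at about 4.2% in these data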;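 note: 0% = DAX1-transfected cells with DMSO and 100% = empty-vector control cells with DMSO; inhibition shows as a rise in luminescence from relieved DAX1 repression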
ssDAF-12 act – S. stercoralis DAF-12 nuclear receptor activators, primary screen, cell-based, luminescence, HEK293, GRIP1 co-expression, lit1-tk-luc; Nuclear hormone receptor DAF-12 (Strongyloides stercoralis); HEK293 ssDAF-12/GRIP1 lit1-tk-luc reporter; % of 3 µM dafachronic acid response; activation, % at 6.8 µM; 370,000 tested, 1% active; AID 652126, 2013;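 active = activation above the mean over all tested compounds plus 3 SD, cut at about 0.9% in these data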;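 note: 0% = DMSO-only wells and 100% = 3 µM delta7-dafachronic acid wells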
An asterisk follows results filed as active; i = inactive; . = not tested or not shown.

The opening 2 records (preview)
SMILES	PLCg1 inh	DAX1 inh-1	ADAM17 inh	hgDAF-12 ag	PLC-beta3 inh	MBD2 DNA inh	hcDAF-12 act	SMARCA2 act	NR1D1 modulator	DAX1 inh-2	ssDAF-12 act
COc1ccc(C2CC(=O)c3cnc(NC(=O)c4ccco4)nc3C2)cc1 (stereo not given)	2	-0.4	-4	-0.2	-8	-3	-0.7	-3	0	-0.4	-1.7
CC(C)(C)NC(=O)C(=O)NNC(=O)c1cccc([N+](=O)[O-])c1	3	-0.3	-2	6.0	-1	1	0.6	2	-4	1.1	-0.2

The listing, previewed entries included:
SMILES	PLCg1 inh	DAX1 inh-1	ADAM17 inh	hgDAF-12 ag	PLC-beta3 inh	MBD2 DNA inh	hcDAF-12 act	SMARCA2 act	NR1D1 modulator	DAX1 inh-2	ssDAF-12 act
COc1ccc(C2CC(=O)c3cnc(NC(=O)c4ccco4)nc3C2)cc1 (stereo not given)	2	-0.4	-4	-0.2	-8	-3	-0.7	-3	0	-0.4	-1.7
CC(C)(C)NC(=O)C(=O)NNC(=O)c1cccc([N+](=O)[O-])c1	3	-0.3	-2	6.0	-1	1	0.6	2	-4	1.1	-0.2
COc1ccc(-c2n[nH]c(C)c2-c2ccccc2OC)c(O)c1	-3	-1.1	3	-4.4	-12	-4	-3.4	-3	8	0.6	-1.7
CCn1c(SCC(=O)c2ccc(O)c(O)c2)nnc1-c1ccccc1	1	-0.2	0	2.5	2	-5	-0.6	2	-2	0.5	-0.6
CCN(CC)C(=O)c1sc(NC(=O)c2ccco2)c(C#N)c1C	-16	0.1	3	1.4	-18	-1	-1.6	0	-3	-1.0	-1.1
Cn1c(NC(=O)c2ccccc2)nc2ccccc21	-3	1.6	-7	15*	-13	0	14*	6	-3	1.5	1.7*
COc1ccc(OC)c2sc(NC(=O)CCS(=O)(=O)c3ccccc3)nc12	-4	-0.4	-1	-2.0	2	0	-0.1	-1	0	0.1	-0.9
CS(=O)(=O)c1ccc2nc(NC(=O)c3cccs3)sc2c1	-38	4.0*	0	15*	-47	1	6.3*	4	-2	-2.0	0.6
COCCNc1nc2c(-c3cccc(C(F)(F)F)c3)nnn2c2ccccc12	-46	0.2	-4	3.4	-76	0	6.5*	0	52*	1.6	1.3*
CCOc1ccc(-c2nc(N)ncc2-c2ccccc2)c(O)c1	-8	-1.8	1	-4.0	-13	6	-2.6	-2	-6	-2.0	-1.7
CCN(CC)S(=O)(=O)c1ccc2c(c1)nc(SCC(=O)N1CCOCC1)n2-c1ccccc1OC	-1	-0.8	0	-1.1	3	-2	-1.0	-2	-4	-1.4	-1.2
Cn1c(=O)c2c(nc(N/N=C/c3cccnc3)n2Cc2ccc(F)cc2)n(C)c1=O	-3	-0.5	8	-2.3	-8	-7	1.1	-3	3	0.5	-1.0
N#Cc1ccc(CSc2nnc(-c3cccnc3)o2)cc1	-1	-1.4	-1	8.2	0	-2	-0.7	-2	-1	-0.6	-1.7
CC(C)CCNC(=O)c1ccc2nc[nH]c2c1	1	0.5	-2	3.3	3	0	0.8	1	1	1.6	-1.1
CC1CC(C)(C)NC(=O)O1 (stereo not given)	0	-0.2	-3	-1.2	2	-3	-0.2	-1	11	0.0	-1.4
O=C(CCCC(=O)N1CCCC1)N1CCCC1	2	0.8	-2	-0.1	0	0	2.2	1	2	-0.4	-0.9
O=S(=O)(NC1CCCC1)c1cccc(S(=O)(=O)N2CCC(n3nnc4ccccc43)CC2)c1	-3	-0.3	-1	-2.0	2	-5	-1.5	-3	6	-0.2	-0.9
CCN1CCN(C(c2cccc(OC)c2)c2sc3nc(C)nn3c2O)CC1 (stereo not given)	2	-0.1	-1	0.1	2	3	-0.3	0	0	-0.8	-1.2
CC(C)Oc1ccc(C2CC(=O)N(Nc3ccc([N+](=O)[O-])cc3[N+](=O)[O-])C2=O)cc1 (stereo not given)	1	0.3	1	-2.3	-1	1	-0.8	-1	-7	3.1	-1.1
Cn1c(-c2ccccc2)cc2c3no[n+]([O-])c3ccc21	1	-0.8	1	-2.3	3	-4	0.0	1	-3	1.5	-0.9
Cc1cccc(CCNC(=O)C2CCC(CNS(=O)(=O)c3cccs3)CC2)c1 (stereo not given)	1	-1.4	-2	-0.4	-3	1	-1.4	-1	-6	-0.8	-1.7
CC(C)c1ccc(NC(=O)COc2ccc(F)cc2C(=O)c2cnn(-c3ccccc3)c2)cc1	-12	4.1*	-7	18*	-17	-1	12*	4	8	1.2	2.2*
O=C(COc1ccc(/C=N/NS(=O)(=O)c2ccccc2)cc1)Nc1ccc(F)cc1	-1	-0.2	-3	0.3	2	1	-1.6	-1	0	0.1	-1.4
O=C(c1ccccc1)C1CC1c1ccccc1 (stereo not given)	1	0.7	-1	4.5	2	0	-0.4	0	1	1.4	-0.3
Cc1nc(Nc2ccccc2Cl)sc1C(=O)Nc1ccccc1	-7	0.0	2	3.6	-9	-2	-1.2	-1	-9	-0.1	-0.6

(listing goes on)
SMILES	PLCg1 inh	DAX1 inh-1	ADAM17 inh	hgDAF-12 ag	PLC-beta3 inh	MBD2 DNA inh	hcDAF-12 act	SMARCA2 act	NR1D1 modulator	DAX1 inh-2	ssDAF-12 act
O=C(c1ccccc1NS(=O)(=O)c1ccc(Cl)cc1)N1CCc2ccccc21	-2	0.1	0	-0.2	-2	5	-0.2	-1	1	0.1	-0.5
O=C(CS(=O)(=O)c1ccccc1)Nc1ccc(S(=O)(=O)Nc2ccccn2)cc1	-7	0.1	-10	-2.2	-15	4	-1.9	-4	-6	2.8	-0.6
Cc1ccc(S(=O)(=O)N2CCSCCSCCSCCSCC2)cc1	0	0.8	-2	1.5	1	-1	-0.8	-1	-3	-1.2	-1.2
CCCCC(O)(CCCC)C(=O)NN(C(=O)OC)c1ccccc1	1	-0.7	0	-1.9	5	-1	-2.4	0	-2	2.5	-0.8
C=CCSC1=NC(N)=C(C#N)C2(CCCCC2)C1C(N)=O (stereo not given)	6	0.2	2	-0.8	3	4	-0.4	3	1	-0.8	-2.0
Cc1nc([N+](=O)[O-])c(Br)n1CC(=O)c1ccc(Cl)cc1	9.7*	-1.5	-1	3.4	1	10	0.5	-3	2	-1.1	-1.2
C=CCn1c(CCSCc2ccc(OC)c(C)c2)n[nH]c1=S	2	-0.6	-3	0.0	-5	1	-1.3	2	5	-0.7	-1.6
CCN1CCN(c2nc3c(C)cccn3c(=O)c2/C=C(\C#N)S(=O)(=O)c2ccc(C)cc2)CC1	-48	0.0	-9	-0.3	-64	-5	-0.4	-3	2	-0.2	-1.1
CCOC(=O)C1=C(COc2ccccc2)NC(=O)NC1c1ccc(Cl)cc1 (stereo not given)	6	0.4	0	-2.8	5	4	-1.9	-2	-2	-0.6	-1.4
CC(=O)Nc1c(O)nc(SCC(=O)N2CCN(c3ccc(F)cc3)CC2)[nH]c1=O	0	-0.8	-1	-2.5	0	1	-1.1	1	3	-0.6	-0.9
CN1C(=O)CC(c2ccccc2)CC1=O	0	0.1	-3	-3.1	3	2	0.4	1	2	0.8	-1.2
CC(C)OC(=O)CSc1nc2cccnc2n1C1CCCCC1	-4	-0.6	-6	-3.0	-2	4	-0.8	-1	7	0.4	-0.9
Cc1cc(C)c2c(C)c(C(=O)Nc3c(C)n(C)n(-c4ccccc4)c3=O)oc2c1	-1	0.2	-2	1.3	-4	1	2.0	-3	-8	-1.0	-0.9
COc1ccc(C(O)c2nc(-c3ccncc3)cs2)cc1 (stereo not given)	4	-2.2	2	-6.8	0	-3	-3.2	-6	-7	.	-1.7
COC(=O)C[n+]1cccc2ccccc21	-102	0.4	-13	-0.8	-139	-3	2.5	-1	14	0.2	-0.4
Cc1noc(C)c1C(=O)NCCCc1ccccc1	1	-0.2	-1	0.3	0	5	-1.0	-3	0	0.2	-0.3
CC1CCCN(C(=O)CN2C(=O)NC(C)(c3ccc4ccccc4c3)C2=O)C1 (stereo not given)	1	-0.9	-1	0.6	2	-1	-2.0	-3	-1	-1.0	-1.4
Cc1ccc(-n2nc(C)c(NC(=O)CCl)c2C)cc1	3	-3.4	0	-10	3	1	-0.3	-1	3	-1.8	-1.1
CCCCN1C=CC(=C2N=c3cccc([N+](=O)[O-])c3=N2)C=C1	1	1.9	0	7.4	-34	-5	2.6	5	-7	0.5	-0.1
Cc1c(CC(=O)N[C@@H](CCCNC(N)=O)C(=O)O)c(=O)oc2cc3oc4c(c3cc12)CCCC4	-396	0.2	-187	-0.2	i	1	-1.2	0	-3	-0.9	-1.0
CCOC(=O)c1sc(C)c2c1NC1(CCCCC1)NC2=O	-214	-0.9	-104	-2.5	-309	-1	-0.2	-2	5	1.0	-1.9
Cn1nc(C(C)(C)C)c([N+](=O)[O-])c1C(=O)Nc1ccccc1	6	-0.7	3	-0.4	3	-5	-2.3	-1	1	1.1	-0.8
COc1ccc(NC(=O)c2oc3ccccc3c2NC(=O)COc2ccccc2OC)c(OC)c1	-2	0.4	-2	-0.7	0	-2	0.0	-2	42*	0.6	-0.8
CCCOc1cccc(C(=O)NCCNC(=O)c2ccco2)c1	1	0.3	2	0.1	-2	4	-1.7	0	0	2.6	-0.4
CCCC1=C(C(=O)OCC)C(c2cccs2)C(C#N)=C(N)O1 (stereo not given)	-19	0.2	-6	3.0	-25	2	-0.4	0	0	0.0	-1.7

The results go on:
SMILES	PLCg1 inh	DAX1 inh-1	ADAM17 inh	hgDAF-12 ag	PLC-beta3 inh	MBD2 DNA inh	hcDAF-12 act	SMARCA2 act	NR1D1 modulator	DAX1 inh-2	ssDAF-12 act
O=C(COC(=O)c1sc2ccccc2c1Cl)NCC1CCCCC1	0	0.1	2	-0.1	2	2	-2.8	-1	3	-1.4	-0.7
CSCCC(NC(=O)COc1ccccc1)C(=O)NCc1cccs1 (stereo not given)	3	2.5	3	-0.1	6	-3	-0.9	-2	4	0.1	-1.0
OC1(C#CCN2CCOCC2)CCCCC1	-2	0.1	-4	-1.5	-1	5	-1.9	-2	-5	-1.0	-1.8
CN(Cc1ccccc1)C(=O)CN1C(=O)NC2(CCCc3sccc32)C1=O (stereo not given)	4	-0.1	-2	0.7	2	4	-0.3	-5	10	-0.6	-0.8
CCOC(=O)c1ccc(-n2c(-c3ccco3)nc3ccccc3c2=O)cc1	0	-0.2	-1	0.2	1	0	1.0	-3	9	-1.9	-0.7
Cc1ccc2cc(C3CC(c4ccco4)=NN3C(=O)CCC(=O)O)c(Cl)nc2c1 (stereo not given)	-2	-0.1	-4	-0.3	-7	-6	-0.8	-2	-3	0.1	-1.1
